Runt-CBFb FRET: inhibitors of human RUNX1 Runt domain binding to CBFb. Q01196+Q13951. Cerulean-Runt/Venus-CBFb FRET ratio 530/480, 1 h. inhibition, % at 20 µM. 220,000 compounds, 0.46% hits. AID 1496;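 active = inhibition over about 50% at 20 µM in the single-dose screen, limit read from the data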;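 note: 0% = DMSO wells and 100% = excess unlabeled CBFb competitor control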
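Schedule: protein complex preformed 1 h, compound exposure 1 h, room temperature, dark; test system: Cerulean-labeled Runt domain protein; amount: 100 nM per protein; buffer or medium: Tris 50 mM pH 7.5, KCl, K2SO4, 0.01% BSA; read-out: loss of energy transfer signal; detection: FRET fluorescence; controls: 5 µM unlabeled CBFb as full-inhibition high control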
p97 inhibitor: human p97 ATPase inhibition. recombinant p97 ATPase, Kinase-Glo ATP luminescence, 3 h. inhibition, % at 8 µM. 220,000 compounds, 0.42% hits; in the data active = inhibition above about 15%;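 note: 0% = DMSO vehicle and 100% = wells lacking enzyme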
Target sequence (P55072 whole entry, looked up): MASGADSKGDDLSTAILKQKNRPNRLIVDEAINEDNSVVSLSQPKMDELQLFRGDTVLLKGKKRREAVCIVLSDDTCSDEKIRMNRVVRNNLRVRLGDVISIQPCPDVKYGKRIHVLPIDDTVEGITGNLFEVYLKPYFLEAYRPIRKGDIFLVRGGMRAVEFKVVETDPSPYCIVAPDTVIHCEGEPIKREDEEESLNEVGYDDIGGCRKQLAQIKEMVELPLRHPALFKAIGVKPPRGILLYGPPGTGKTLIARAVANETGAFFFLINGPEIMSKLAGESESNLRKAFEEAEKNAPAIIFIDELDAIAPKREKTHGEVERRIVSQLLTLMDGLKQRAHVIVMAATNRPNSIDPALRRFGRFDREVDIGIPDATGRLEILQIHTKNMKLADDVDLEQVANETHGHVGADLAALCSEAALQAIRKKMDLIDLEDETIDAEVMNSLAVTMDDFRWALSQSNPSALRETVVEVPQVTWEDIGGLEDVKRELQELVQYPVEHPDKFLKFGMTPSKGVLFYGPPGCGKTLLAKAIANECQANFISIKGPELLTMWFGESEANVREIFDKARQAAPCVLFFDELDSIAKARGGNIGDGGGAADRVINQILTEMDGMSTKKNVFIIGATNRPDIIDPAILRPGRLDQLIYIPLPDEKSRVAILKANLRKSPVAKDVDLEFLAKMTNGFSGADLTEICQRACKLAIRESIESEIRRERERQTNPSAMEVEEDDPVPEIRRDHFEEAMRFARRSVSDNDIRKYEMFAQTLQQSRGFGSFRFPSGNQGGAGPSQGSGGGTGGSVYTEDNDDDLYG
Runt-SMMHC FRET: Runt domain-CBFb-SMMHC interaction inhibition; Q01196+Q13951; Cerulean-Runt/Venus-CBFb-SMMHC FRET ratio 530/480, 1 h; inhibition, % at 20 µM; 220,000 compounds, 0.74% hits; AID 1434;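 active = mean inhibition across duplicate retests at 20 µM reaching about 50%, limit read from the data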;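 note: 0% = DMSO wells and 100% = wells with excess untagged CBFb-SMMHC; inhibitors lower the FRET ratio by blocking Runt binding to CBFb-SMMHC; some results filed as inactive read as strong as hits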
m-calpain inh: inhibitors of pig calpain II | purified calpain II, fluorogenic peptide substrate, 30 min | inhibition, % at 16 µM | 220,000 compounds, 0.37% hits;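 active = inhibition above about 50%, limit read from the data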
NCF1 inh: inhibitors of human p47phox binding | P14598 | p47phox/p22phox peptide binding, fluorescence polarization, 2 h | inhibition, % at 24.7 µM | 220,000 compounds, 0.53% hits;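 active = inhibition above about 30%, limit read from the data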;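 note: 0% = p47phox with labelled peptide and 100% = labelled peptide alone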
Furin inhibitor: blocks human furin protease activity; purified furin, fluorogenic substrate cleavage; inhibition, % at 30 µM; 220,000 compounds, 0.061% hits; AID 463115; in the data active = inhibition above about 25%; note: inactives centre near -15
EBV gp42 block: blocks Epstein-Barr virus glycoprotein 42 binding; Q1HVG2; Fluorescence polarization binding assay, mP read-out; inhibition, % (tested at 21.74 µM); 220,000 compounds, 0.42% hits; in the data active = inhibition above about 50%
Target sequence (Q1HVG2 whole entry, looked up): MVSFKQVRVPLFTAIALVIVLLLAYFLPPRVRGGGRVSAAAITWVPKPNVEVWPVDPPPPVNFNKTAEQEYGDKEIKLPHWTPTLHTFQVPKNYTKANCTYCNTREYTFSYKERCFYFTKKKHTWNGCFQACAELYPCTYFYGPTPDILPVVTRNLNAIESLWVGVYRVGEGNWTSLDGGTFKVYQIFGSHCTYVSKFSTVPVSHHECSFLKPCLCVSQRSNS
RBBP9 inh: blocks human serine hydrolase RBBP9; O75884; recombinant RBBP9, FP-Rh probe fluorescence polarization; inhibition, % at 7.94 µM; 220,000 compounds, 0.2% hits; AID 1515;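 active = inhibition above the campaign mean of all tested compounds plus 3 SD, cut at about 14% in these data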;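 note: plate controls were DMSO wells with RBBP9 for no effect and wells lacking RBBP9 protein for full effect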
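Material: RBBP9 protein. Amount: RBBP9 at 2.5 µM in dispensed solution, before mixing. Schedule: 30 min then 45 min, 25 °C. Medium: Tris buffer pH 8.0, NaCl, Pluronic. Measured by: fluorescence polarization. Measure: percent inhibition from mP, scaled between DMSO and no-protein wells. Replication: one well per compound.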
Tb hexokinase: blocks Trypanosoma brucei hexokinase 1 activity. recombinant TbHK1, G6PDH-coupled NADH A340. 220,000 compounds, 0.11% hits. inhibition, % at 10 µM;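 active = inhibition of 50% or more in the single-dose primary screen; inactive = inhibition below 50%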
An asterisk follows results filed as active; nt = not tested or not shown; [ ] = dose if it differs, or a comment.

SMILES	Runt-CBFb FRET	p97 inhibitor	Runt-SMMHC FRET	m-calpain inh	NCF1 inh	Furin inhibitor	EBV gp42 block	RBBP9 inh	Tb hexokinase
COc1cc(C(=O)N/N=C/c2ccc(OC)c(CN3CCN(c4ccc(F)cc4)CC3)c2)ccc1O	-2.6	7.8	6.0	0.6	nt	-22.7	-8.9	-0.7	-28.7
Cc1ccc(S(=O)(=O)N2CCC(C(=O)NNC(=O)c3ccc(F)cc3)CC2)cc1	-1.5	2.9	2.3	-4.1	2.5	-13.2	-5.7	0.9	-11.4
Cc1ccc(-c2nnc3n2N=C(c2ccccc2Br)CS3)cc1	-1.8	-6.6	0.7	1.1	-8.6	-26.7	-18.2	-9.1	-4.4
O=S(=O)(NCCc1csc(-c2ccc(C(F)(F)F)cc2)n1)c1ccc2c(c1)OCCO2	-5.1	-1.1	-2.7	3.0	-19.5	-37.1	0.3	-8.7	2.6
Cc1cccc(C(C)C)c1NC(=O)c1cccnc1	-0.2	3.4	1.2	-0.5	-13.4	-18.5[20 µM]	-20.5	-1.6	6.1
COc1cc(CO)c(Br)cc1OCC(=O)Nc1ccccc1C	-0.6	0.8	-8.0	-23.6	-17.6	-18.0	-9.1	-2.0	3.7
CC(=O)c1cccc2c(O)c(C3=Nc4ccccc4C3=O)[nH]c12	19.5	-3.1	9.8	2.2	2.9	-10.6[20 µM]	-7.1	-1.9	-12.1
COc1cc(OC)cc(C(=O)NC2CCN(CC(=O)Nc3cccc4ccccc34)CC2)c1	-4.4	-1.7	12.2	-15.1	-17.4	-3.7[20 µM]	-8.0	-1.3	52.9*
COC(=O)c1ccc2c(c1)NC(=O)C(N1CCCCC1)S2 (stereo not drawn)	0.6	2.4	2.4	-35.1	-5.4	-23.5	-12.9	-3.1	0.2
O=C(Nc1ccc(N2CCOCC2)cc1)c1nc2ccccc2s1	-17.6	-1.1	-27.0	-18.1	-9.5	-20.2	3.5	-6.0	0.7
CCOC(=O)C1=NNC2(c3ccccc3)C(=O)N(c3cccc(Br)c3)C(=O)C12 (stereo not drawn)	-0.5	1.7	3.8	1.9	-3.2	-31.9	1.0	-5.8	-1.4
CCCc1nnc(NC(=O)CCC(=O)N2CCCCCC2)s1	-1.2	4.1	-4.3	-28.5	-1.6	-10.7	-16.4	5.2	34.8

Brought forward from above: 6 entries, followed by the next part.
SMILES	Runt-CBFb FRET	p97 inhibitor	Runt-SMMHC FRET	m-calpain inh	NCF1 inh	Furin inhibitor	EBV gp42 block	RBBP9 inh	Tb hexokinase
CC(=O)c1cccc2c(O)c(C3=Nc4ccccc4C3=O)[nH]c12	19.5	-3.1	9.8	2.2	2.9	-10.6[20 µM]	-7.1	-1.9	-12.1
COc1cc(OC)cc(C(=O)NC2CCN(CC(=O)Nc3cccc4ccccc34)CC2)c1	-4.4	-1.7	12.2	-15.1	-17.4	-3.7[20 µM]	-8.0	-1.3	52.9*
COC(=O)c1ccc2c(c1)NC(=O)C(N1CCCCC1)S2 (stereo not drawn)	0.6	2.4	2.4	-35.1	-5.4	-23.5	-12.9	-3.1	0.2
O=C(Nc1ccc(N2CCOCC2)cc1)c1nc2ccccc2s1	-17.6	-1.1	-27.0	-18.1	-9.5	-20.2	3.5	-6.0	0.7
CCOC(=O)C1=NNC2(c3ccccc3)C(=O)N(c3cccc(Br)c3)C(=O)C12 (stereo not drawn)	-0.5	1.7	3.8	1.9	-3.2	-31.9	1.0	-5.8	-1.4
CCCc1nnc(NC(=O)CCC(=O)N2CCCCCC2)s1	-1.2	4.1	-4.3	-28.5	-1.6	-10.7	-16.4	5.2	34.8
CCCSc1nc(C)c(CC(=O)O)c(=O)[nH]1	-1.0	-1.5	2.6	19.9	-8.0	-21.8	9.3	-12.1	-12.7
CCN(CC)C(NC(=O)c1ccccc1)C(=O)c1ccccc1 (stereo not drawn)	-0.3	1.6	1.0	-2.7	-32.9	-26.6	-26.9	5.9	-5.2
NC(=O)CCn1c2ccccc2c2ccccc21	-0.3	3.6	-3.3	17.9	-11.4	-13.9	-13.5	1.3	-6.2
COc1ccc(OC)c(-n2nnnc2SCC(=O)Nc2ccc3c(c2)OCCO3)c1	-2.1	1.1	-1.6	-8.8	-7.7	-6.0	-26.3	-3.1	43.2
CCCN(CCC)CC(=O)NCC1(c2ccccc2)CCOCC1	-3.6	1.8	-1.8	-12.0	-10.8	-18.3[20 µM]	-9.7	-2.4	4.3
O=S(=O)(Cc1ccccc1)N1CCC(c2nc(-c3cccs3)no2)CC1	0.3	1.9	-1.6	7.5	4.7	-21.8	-6.6	-2.4	-1.4
O=C(c1nn(-c2ccccc2)c(=O)c2ccccc12)N1CCN(c2ncccn2)CC1	2.1	5.3	3.1	-27.0	9.9	-17.3	-14.3	-3.6	-2.9
O=c1c2ccccc2cnn1Cc1n[nH]c(=S)n1-c1ccc(Cl)cc1	7.3	4.5	6.2	-4.0	-12.8	-26.9	-15.2	-5.3	-4.4
COCCN(CCOC)Cc1c(C)[nH]c2ccccc2c1=O	1.2	3.1	-3.6	11.7	3.9	-28.5[20 µM]	-5.1	-5.3	-0.5
C/C(=C/C(=O)N1CCc2ccccc21)C(=O)O	1.2	-2.0	-3.6	22.8	-5.9	-10.8	-4.3	-0.3	-1.4
O=C(/C=C/c1ccc(O)c(O)c1)c1ccc(S(=O)(=O)N2CCCCCC2)cc1	-6.8	4.8	-13.9	-19.9	-34.3	-9.2	-12.2	-21.8	1.4
COc1cccc(NC(=O)CN(C)C(=O)COc2ccc3ccccc3c2)c1	1.3	7.7	3.6	2.4	-33.0	-15.3	-13.6	-5.8	5.5
COc1ccc(/C=N/N=C2/NC(=O)C(CC(=O)NC(C)C)S2)cc1 (stereo not drawn)	-0.9	1.3	-3.8	-1.9	-17.0	-16.8	-14.5	1.6	-8.0
COc1cc(NC(=O)Cc2cccs2)c(C(=O)O)cc1OC	1.1	2.9	2.8	-24.1	-5.4	-19.9	5.2	7.8	1.0
Cc1ccsc1C1NC(=O)c2ccccc2N1 (stereo not drawn)	-3.0	2.5	-1.2	-264.6	-6.2	-18.9[20 µM]	-7.8	-5.5	-0.3
Cn1c(CSc2nc3ccccc3s2)nnc1SCC(=O)NCc1cccnc1	nt	4.4	nt	33.5	8.7	-13.4[20 µM]	0.1	-4.1	-5.9
CCOC(=O)Cn1c(=O)oc2cc(S(=O)(=O)N(C)c3ccc(OC)cc3)ccc21	-0.6	-9.3	-1.6	8.0	-13.6	-6.9	-7.9	-8.7	-5.0
CC1(C)CC2CC(C)(CN2S(=O)(=O)c2ccc(C(=O)Nc3cccc(S(=O)(=O)N4CCOCC4)c3)cc2)C1 (stereo not drawn)	-6.6	5.4	4.0	-43.8	-11.1	-14.6	-15.3	-56.1	4.6
CCOC(=O)C1(CC2CCCCO2)CCN(Cc2nc3ccccc3nc2C)CC1 (stereo not drawn)	-2.1	4.4	1.9	-38.0	-3.0	-31.8	8.1	-4.8	0.0
COc1ccc(S(=O)(=O)NNC(=O)c2csc(-n3nc(C)cc3C(F)(F)F)n2)cc1OC	-2.0	2.2	1.0	-19.9	-4.0	-17.2[20 µM]	-19.9	-2.0	-6.9
O=c1nc(/C=C/c2cc([N+](=O)[O-])ccc2Cl)cc(C(F)(F)F)[nH]1	30.9	3.1	20.2	-23.8	-8.7	-28.1[20 µM]	-12.7	9.9	-5.7
C=CCn1c(O)c(N=NC(=O)CNC(=O)/C=C/c2ccco2)c2ccccc21	3.1	5.4	-4.3	-126.4	-14.0	6.4[20 µM]	62.2*	2.7	-23.7
COC(=O)CCc1c(C)nn(-c2ccccc2)c1C	0.3	-3.0	-3.4	-2.9	-2.9	-15.7	-1.6	-6.0	9.6
COC(=O)c1ccc(NC(=O)C(=O)c2cccn2C)cc1	0.3	-19.3	1.6	34.2	3.0	4.1	-4.9	-7.8	-15.5
CN(C)S(=O)(=O)c1cccc(NC(=O)c2cc(=O)[nH]c3ccccc23)c1	0.4	4.6	-0.4	-15.6	-12.9	-1.4	-5.6	-2.3	-1.4
COc1ccc(N2CCN(CCCn3c(=S)[nH]c4ncccc4c3=O)CC2)cc1	3.5	2.0	-8.5	-26.9	-4.6	-13.4[20 µM]	-10.3	6.8	-16.4
CC(C)(C)c1cc(CN(CCO)CCO)c(O)c(C(C)(C)C)c1	-0.2	4.4	-7.2	13.1	0.3	-17.7	-17.1	0.2	-1.9
Cc1nc(Nc2ccc(O)cc2)c2c3c(sc2n1)CCCC3	0.6	3.8	0.2	2.2	-12.3	-19.3	-6.1	-3.2	-14.8
c1ccc2c(c1)CCCN2Cc1nnnn1CC1CCCO1 (stereo not drawn)	-16.1	5.4	-62.3	-26.2	-1.4	-19.1	70.7*	-5.7	-3.6
CCCCCCNC(=O)Nc1ccccc1	-1.2	7.4	0.9	-1.1	-42.3	-13.1	-19.5	6.1	41.3
CC(C)c1nnc(NC(=O)c2sc3ccccc3c2Cl)s1	-1.9	3.9	-9.7	23.4	-4.5	-7.6[20 µM]	-24.2	-3.1	-23.6
CC(C)(C)c1ccc(NC(=O)COc2ccc(-n3ccnc3)cc2)cc1	-7.7	-1.7	-3.6	-43.4	-19.0	-10.2[20 µM]	-11.3	-8.3	-0.2
CCCCc1ccc(C2C3=C(CC(C)(C)CC3=O)NC3=C2C(=O)c2ccccc23)cc1 (stereo not drawn)	-0.8	2.1	-4.5	-28.1	-21.8	-30.0	5.4	-6.6	-5.5
CC(NC(=O)Cn1c(NCCO)nc2ccccc21)C1CC2CCC1C2 (stereo not drawn)	-1.2	-3.9	0.2	15.2	-6.3	-8.7	-2.2	-2.6	1.3
COC(=O)C(C)N1C(=O)S/C(=C/c2cc(C)n(-c3ccccn3)c2C)C1=O (stereo not drawn)	-6.4	6.5	-16.0	-9.7	-13.8	-2.9[20 µM]	-8.9	-4.9	-27.9
COc1cc(C2C(C#N)=C(N)OC3=C2C(=O)CCC3)cc(OC)c1OC(=O)N1CCOCC1 (stereo not drawn)	-0.4	2.3	0.3	-6.9	-10.2	-19.9	3.2	-11.9	-1.3
O=C1C2C3C=CC(C4CC34)C2C(=O)N1/N=C/c1ccc(-c2cccc([N+](=O)[O-])c2)o1 (stereo not drawn)	1.2	4.8	-6.1	-36.0	-53.8	-5.2	-24.9	-2.5	-29.3
Cc1ccc(CN2CCC(N3CCC(C(=O)NCC4CCCO4)CC3)CC2)o1 (stereo not drawn)	1.0	4.4	-1.2	-13.7	-19.8	-20.6	-16.9	-2.9	-4.3
Cc1cc(NS(=O)(=O)c2ccc(NC(=O)CCCOc3ccccc3)cc2)no1	-1.6	-3.0	-1.7	1.2	-12.3	3.1	-8.5	-4.0	7.9
Cn1c(=O)c2c(nc(N3CCN(c4ccccn4)CC3)n2Cc2ccc(Cl)cc2Cl)n(C)c1=O	-1.9	4.1	-0.3	-0.3	-9.7	-12.6[20 µM]	-2.8	-4.8	3.1
O=C(Nc1ccc2nn(-c3ccccc3)nc2c1)c1ccc2c(c1)OCO2	-3.4	3.5	-7.7	-68.2	1.6	-15.7[20 µM]	-1.7	-2.1	-4.7
O=C(Nc1ccccc1)NC1(C(=O)NCc2ccc3c(c2)OCO3)CCCCC1	0.9	4.9	3.4	17.7	-3.3	-29.8	0.6	-7.1	-0.8
CC1(C(=O)c2ccccc2)C2c3c(ccc4ccccc34)OC(=O)C21C(=O)N1CCOCC1 (stereo not drawn)	-1.6	2.5	2.1	-62.3	-7.6	-15.3	2.9	0.8	-5.8

Bioassay records from PubChem.
